# 697 NFkB inh = lowers PMA/ionomycin-induced NF-kB signal in 697 B cells. 697 B-cell NF-kB luciferase reporter, 16 h. inhibition, % at 4 µM. 0.33% of 330,000 active; in the data active = inhibition above about 35%
# Gli-Sufu antag = antagonists of Gli-Sufu signaling; 0.74% of 340,000 active; Sufu-KO-LIGHT fibroblasts, Gli luciferase reporter luminescence; inhibition, % at 5 µM; AID 588413;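 active = inhibition above about 55%, limit read from the data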;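 note: 0% = DMSO-treated cells and 100% = wells with medium but no cells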
# SENP8 inh = blocks the human protease SENP8. inhibition, % at 10 µM. 1.2% of 330,000 active. purified SENP8, Z-RLRGG-aminoluciferin cleavage, luminescence
# EBI2 block = EBI2 (human) antagonism; P32249; EBI2 beta-arrestin recruitment, luminescence, 7a,25-OHC stimulated; inhibition, % at 5 µM; 0.81% of 360,000 active; in the data active = inhibition above about 38%;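 note: enzyme fragment complementation signal reports receptor beta-arrestin coupling in cells; 0% = agonist plus DMSO wells and 100% = wells without agonist; some results beyond the cut were filed as inactive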
# Target sequence (P32249 whole entry, looked up, the tested form may be a part): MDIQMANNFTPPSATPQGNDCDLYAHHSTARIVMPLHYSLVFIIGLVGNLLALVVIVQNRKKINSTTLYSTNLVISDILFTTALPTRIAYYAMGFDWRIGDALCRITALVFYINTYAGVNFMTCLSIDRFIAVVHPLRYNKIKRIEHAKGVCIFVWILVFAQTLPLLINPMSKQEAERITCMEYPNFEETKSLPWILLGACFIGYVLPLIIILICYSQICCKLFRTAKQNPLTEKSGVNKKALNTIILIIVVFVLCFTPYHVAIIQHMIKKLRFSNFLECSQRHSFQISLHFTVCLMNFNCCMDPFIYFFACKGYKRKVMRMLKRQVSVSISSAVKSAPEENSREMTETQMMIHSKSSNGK
# Apaf1 inhib = human Apaf-1 inhibition. O14727. reconstituted apoptosome caspase-3 activity, DEVD-Rh110 fluorescence. inhibition, % at 20 µM. 0.71% of 330,000 active. AID 489030; active = inhibition of at least 40% at 20 µM;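 note: plate controls were DMSO wells for no effect and DEVD-CHO caspase inhibitor wells for full effect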
#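 Assay system – apoptosome proteins · Medium – Hepes buffer, pH 7.5 · Also added – cytochrome c with DEVD-Rh110 · Timing – 30 min compound preincubation, 50 min activation, room temperature · Detection – Rh110 fluorescence, excitation 480 nm, emission 540 nm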
# CCR6 antag = antagonists of human CCR6 receptor; P51684; CHO-K1 CCR6 PathHunter beta-arrestin, luminescence, CCL20-stimulated; inhibition, % at 20 µM; 0.49% of 340,000 active;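 active = compounds whose inhibition of the agonist-driven luminescence signal at 20 µM reaches about 50%, limit read from the data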;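 note: cells stimulated with CCL20 at 14 nM final; plate controls were DMSO with CCL20 for no effect and DMSO without agonist for full effect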
# Target sequence (P51684 whole entry, looked up): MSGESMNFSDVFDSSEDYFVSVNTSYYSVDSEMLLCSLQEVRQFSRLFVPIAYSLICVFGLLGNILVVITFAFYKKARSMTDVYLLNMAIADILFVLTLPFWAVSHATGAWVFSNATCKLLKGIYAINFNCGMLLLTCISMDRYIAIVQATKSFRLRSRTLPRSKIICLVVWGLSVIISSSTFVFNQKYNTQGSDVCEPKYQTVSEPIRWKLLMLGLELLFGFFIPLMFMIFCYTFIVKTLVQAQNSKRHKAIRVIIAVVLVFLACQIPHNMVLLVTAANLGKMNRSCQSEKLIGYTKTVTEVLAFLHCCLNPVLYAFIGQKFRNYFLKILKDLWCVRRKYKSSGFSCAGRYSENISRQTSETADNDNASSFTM
# Jurkat NFkB inh = lowers PMA/ionomycin-induced NF-kB signal in Jurkat cells; PMA/ionomycin-induced NF-kB luciferase reporter, luminescence; 0.53% of 330,000 active; inhibition, % at 4 µM
# UBC13 inh = human UBC13 polyubiquitination inhibition; UBC13 polyubiquitin chain formation, TR-FRET; inhibition, % at 20 µM; 0.47% of 330,000 active; in the data active = inhibition above about 45%, passing the limit was not always enough
# Target sequence (P61088 whole entry, looked up): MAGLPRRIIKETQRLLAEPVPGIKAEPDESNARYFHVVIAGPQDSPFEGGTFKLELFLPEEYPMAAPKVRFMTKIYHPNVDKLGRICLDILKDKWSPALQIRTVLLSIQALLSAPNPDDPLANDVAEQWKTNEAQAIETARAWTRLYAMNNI
# * marks the source's active call; other numbers are inactive results; i = inactive; / = not tested or not shown. Cut-off read from the data, not from the text of the source, unless noted: active = inhibition above about 50%; inactive = the rest. The list is partial; rates above refer to the full screens.
# A first look:
# Below each SMILES: 697 NFkB inh	Gli-Sufu antag	SENP8 inh	EBI2 block	Apaf1 inhib	CCR6 antag	Jurkat NFkB inh	UBC13 inh
- Cc1ccc(NC(=O)CC2Oc3ccc(C)cc3NC2=O)c(C)c1 (stereo not given)
→ -13.5	-1.5	2.3	-1.5	19.6	9.6	22.3	2.5
- O=C(Nc1cccnc1)c1cnc2ccccc2n1
→ 5.4	-2.2	-3.9	-8.1	-2.6	-2.9	-21.3	-8.6
- CC1(C)Oc2ccc(/C=C/C(=O)N3CCOCC3)c(O)c2C(N2CCOCC2)C1O (stereo not given)
→ -5.3	/	-8.4	/	-0.5	/	-6.8	-1.5
- CCC(=O)Nc1nc(-c2ccccc2)nc(SC)c1C(C)=O
→ 0.3	-0.7	-0.2	7.7	-0.2	18.0	-6.6	6.8
- Cc1ccc(F)cc1S(=O)(=O)Nc1cccc(C(=O)N2CCCC(C(N)=O)C2)c1 (stereo not given)
→ 20.6	7.8	-5.4	0.6	-2.1	6.8	12.4	-2.5
- O=C(CN1CCC(C(=O)c2cccc(Cl)c2)CC1)Nc1cccc(C(=O)O)c1
→ -23.7	4.1	-4.7	-1.6	10.9	-1.6	4.3	-3.9
- Cc1ccc(S(=O)(=O)N2CCOCC2)cc1NC(=O)COC(=O)/C=C/c1ccc(F)cc1
→ 0.5	6.6	9.0	-0.8	3.1	19.1	-1.4	5.3

# Results, from the start:
# Below each SMILES: 697 NFkB inh	Gli-Sufu antag	SENP8 inh	EBI2 block	Apaf1 inhib	CCR6 antag	Jurkat NFkB inh	UBC13 inh
- Cc1ccc(NC(=O)CC2Oc3ccc(C)cc3NC2=O)c(C)c1 (stereo not given)
→ -13.5	-1.5	2.3	-1.5	19.6	9.6	22.3	2.5
- O=C(Nc1cccnc1)c1cnc2ccccc2n1
→ 5.4	-2.2	-3.9	-8.1	-2.6	-2.9	-21.3	-8.6
- CC1(C)Oc2ccc(/C=C/C(=O)N3CCOCC3)c(O)c2C(N2CCOCC2)C1O (stereo not given)
→ -5.3	/	-8.4	/	-0.5	/	-6.8	-1.5
- CCC(=O)Nc1nc(-c2ccccc2)nc(SC)c1C(C)=O
→ 0.3	-0.7	-0.2	7.7	-0.2	18.0	-6.6	6.8
- Cc1ccc(F)cc1S(=O)(=O)Nc1cccc(C(=O)N2CCCC(C(N)=O)C2)c1 (stereo not given)
→ 20.6	7.8	-5.4	0.6	-2.1	6.8	12.4	-2.5
- O=C(CN1CCC(C(=O)c2cccc(Cl)c2)CC1)Nc1cccc(C(=O)O)c1
→ -23.7	4.1	-4.7	-1.6	10.9	-1.6	4.3	-3.9
- Cc1ccc(S(=O)(=O)N2CCOCC2)cc1NC(=O)COC(=O)/C=C/c1ccc(F)cc1
→ 0.5	6.6	9.0	-0.8	3.1	19.1	-1.4	5.3
- CC(=O)Nc1ccc(NC(=O)[C@@H]2CCCC[C@@H]2C(=O)O)cc1
→ 8.0	-14.7	2.4	12.1	-3.4	0.6	-13.6	0.0
- CCOC(=O)Cc1nnc(NC(=O)Nc2ccccc2)s1
→ 8.2	-0.9	-3.1	4.6	-0.3	1.9	-5.1	4.4
- O=C(NNC(=O)c1ccc2nonc2c1)Nc1ccc(Cl)cc1
→ -7.8	13.0	2.6	-9.0	-5.3	39.6	3.8	-2.4
- CN(c1ccccc1)S(=O)(=O)c1ccc(Cl)c(C(=O)NCc2ccco2)c1
→ -5.5	-3.4	-4.9	-6.5	7.6	13.5	-1.4	3.5
- COc1ccc(S(=O)(=O)NCc2ccncc2)cc1NC(=O)c1ccc(Cl)cc1
→ -37.8	45.8	10.3	3.8	9.0	0.6	11.2	-15.8
- CCOc1ccc(OCCN2C(=O)NC(Cc3c[nH]c4ccccc34)C2=O)cc1 (stereo not given)
→ 6.8	1.1	7.3	8.5	2.7	7.2	2.1	3.4
- CSc1ccc(CN(C)CC(=O)NC(C)c2ccccc2)cc1 (stereo not given)
→ -7.9	0.1	2.5	2.8	-0.6	19.4	-23.4	0.2
- O=C(O)c1ccc2c(=O)n(-c3ccc(F)c(Cl)c3)c(=S)[nH]c2c1
→ -4.8	3.8	-0.6	1.7	-4.3	20.1	-2.5	29.0
- CCOCc1nnc(NS(C)(=O)=O)s1
→ 19.1	3.8	-8.4	0.0	-12.6	0.1	-11.0	-3.1
- Cc1nn(-c2nc3ccccc3s2)c(C)c1Oc1ccccc1O
→ i	-9.7	-6.5	10.8	24.6	1.1	-193.5	2.2
- O=C(NNC(=O)c1ccc([N+](=O)[O-])cc1C(=O)O)c1ccncc1
→ -10.3	-3.9	-7.0	-18.0	1.8	3.6	-17.6	-1.3
- Clc1ccc(-c2nnc3cccc(Cl)n23)c(Cl)c1
→ 8.7	16.3	2.4	7.7	5.8	18.9	7.1	-2.4
- c1ccc(OCC2CCNCC2)nc1
→ -5.2	-1.0	-1.1	-0.9	4.2	2.9	0.6	-6.7
- COc1cccc2cc(C(C)N(CCCN3CCOCC3)C(=S)Nc3cccc(C)c3C)oc12 (stereo not given)
→ 8.1	5.8	-1.5	-3.2	-19.7	11.4	7.9	-0.5
- CC1Cc2cc(/C=C3/SC(N4CCC(C(N)=O)CC4)=NC3=O)ccc2O1 (stereo not given)
→ -31.3	-4.4	-12.7	-5.9	-1.4	1.6	13.5	-23.7
- CCC(C)Nc1nc(N)c([N+](=O)[O-])c(NC2CCCCC2)n1 (stereo not given)
→ -50.7	4.0	-8.2	-3.2	32.8	17.5	-10.0	4.1
- Cc1ccc(C(=O)c2c3ccc(C(F)(F)F)cc3[n+]([O-])n2CCCN)cc1
→ -22.4	9.8	-5.0	5.2	6.2	-5.3	25.3	17.2
- CC(=O)c1cccc(NC(=O)COC(=O)[C@@H](NC(=O)OCc2ccccc2)C(C)C)c1
→ 7.6	-8.5	-9.6	-2.2	6.1	1.4	-7.5	-10.6
- CCCN1C(=S)SC(C)(C)C1/[N+]([O-])=C/c1cccnc1 (stereo not given)
→ -0.9	-8.6	4.1	-10.5	-2.8	6.4	2.0	9.7
- CC/C(=N\O)c1ccc(OC)c(OC)c1
→ 13.8	-10.5	-1.7	-5.9	-12.3	5.2	1.5	5.1
- CS(=O)(=O)Nc1cccc(C2=NN(S(=O)(=O)c3ccccc3)C(c3ccco3)C2)c1 (stereo not given)
→ 3.6	-2.0	5.4	-6.5	-14.0	8.3	-1.3	3.1
- CCOc1ccc(Nc2ncnc3c2cnn3Cc2ccccc2)cc1
→ 12.2	-1.7	-8.3	8.9	13.5	11.3	13.7	-0.1
- CCOc1ccc(Oc2ccc(NC(=O)CSc3nncn3C)cc2)cc1
→ -37.7	8.2	-10.4	15.2	8.9	16.0	4.8	1.2
- COc1ccc(S(=O)(=O)N2CCOC2CNC(=O)C(=O)NCCc2ccccc2)cc1 (stereo not given)
→ 7.2	6.0	0.1	-2.6	12.0	3.6	5.5	-6.9
- COc1ccc(CCNC(=O)CSCc2ccc([N+](=O)[O-])cc2)cc1
→ 13.7	-3.5	0.9	16.1	4.4	8.1	34.4	-10.0
- COC(=O)c1cc(NC(=O)C23CCC(C)(C(=O)O2)C3(C)C)cc(C(=O)OC)c1 (stereo not given)
→ -38.4	6.6	1.5	-8.6	3.9	0.5	-10.9	-5.9
- COc1cc(/C=N/NS(=O)(=O)c2ccccc2)c(OC)c(OC)c1
→ 15.6	-4.2	-4.9	-16.6	0.5	3.9	-14.3	-7.0
- Cc1c(C(=O)N2CCOCC2)oc2c1C(=O)CC(C)(C)C2
→ 11.9	8.0	-4.7	0.3	-4.5	-9.5	7.8	-1.2
- CCOc1ccc(NC(=S)N2CCC(NC(=O)c3ccccc3)CC2)cc1
→ 10.0	29.4	-6.0	19.2	1.1	2.6	-1.4	-3.6
- COc1ccc(-c2cc(C(=O)Nc3cc(C)on3)no2)cc1
→ 5.2	12.4	-4.3	-12.2	22.2	1.4	-10.2	-0.6
- O=C(Nc1ccc2[nH]ncc2c1)c1cccc(F)c1
→ -21.8	-50.2	-13.8	-14.1	-3.3	0.0	-18.4	6.2
- O=C(CNCc1cccs1)NC12CC3CC(CC(C3)C1)C2
→ -3.3	-6.7	0.5	3.1	-2.3	-0.8	-8.6	5.3
- CCC(c1nnnn1Cc1ccco1)N(Cc1cc2cc(OC)ccc2[nH]c1=O)C1CCCCC1 (stereo not given)
→ -9.8	2.8	1.0	3.7	19.5	-1.7	-3.8	-16.8
- CC1CCCC(NC(=O)COC(=O)c2sc3ccccc3c2Cl)C1C (stereo not given)
→ 10.4	6.0	-2.2	1.0	-0.6	1.1	-16.6	0.0
- Cc1ccc(C)c(CN2CCCN(Cc3cc(C)ccc3C)S2(=O)=O)c1
→ 27.6	/	5.5	9.3	9.3	25.7	6.0	2.3
- CCn1c2ccccc2c2cc(NC(=O)CSc3nnc(-c4cccc(Cl)c4)o3)ccc21
→ 34.8	12.3	10.1	-6.5	-2.0	14.2	26.1	-18.0
- Cc1ccc(C2C=NN(c3ccccc3)C2=O)cc1 (stereo not given)
→ -65.2	-23.1	-14.2	-10.1	7.9	10.7	-36.1	-18.5
- CC(NC(=O)CNC(=O)C1O[C@@H]2OC(C)(C)O[C@@H]2[C@H]2OC(C)(C)O[C@@H]12)C(=O)O (stereo not given in full)
→ 0.4	-5.6	-2.0	-1.1	-15.1	9.9	1.1	7.3
- COc1ccc(S(=O)(=O)N2CCOCC2)cc1C(=O)Nc1ccc2c(c1)OCO2
→ 12.6	6.0	4.6	1.9	-8.6	18.7	8.3	-5.2
- Cc1cc2c(=O)n(Cc3ccco3)c(SCC(=O)c3ccc(Cl)s3)nc2s1
→ -3.1	22.6	-3.2	-2.9	-10.2	12.7	16.1	9.7
- CC(Oc1ccc(Cl)cc1)C(=O)NCCCn1ccnc1 (stereo not given)
→ 16.1	6.1	-8.3	-1.3	-12.6	-3.0	6.4	0.8
- COC(=O)c1c(NC(=O)CSc2n[nH]c(N)n2)sc(C)c1C
→ 0.9	8.4	-2.7	-7.3	6.0	-5.1	1.1	3.5
- CN1CCN(C(=O)CN(CCc2ccccc2)S(C)(=O)=O)CC1
→ 6.3	3.0	-7.1	-4.6	-7.2	-5.9	-19.4	-8.3
- CSc1n[nH]c(NCc2ccccc2)n1
→ -16.1	-6.5	-4.6	1.9	-0.2	0.3	-6.3	3.2
- CC(=O)NN(O)C1N(C)C(=O)N(Cc2ccccc2)C1(C)C (stereo not given)
→ 4.6	4.7	1.6	-5.9	-16.9	9.2	-12.6	1.3
- O=C(c1ccc2c(=O)n3c(nc2c1)CCCCC3)N1CCN(c2ccc(Cl)cc2)CC1
→ -9.1	-10.0	-7.1	4.8	13.3	-6.6	-1.1	-6.9

# High-throughput results (PubChem BioAssay)
